Screens: PubChem, National Center for Advancing Translational Sciences (NCATS)
LDHA inh = LDHA (human) enzyme inhibition | P00338 | purified LDHA, NADH/diaphorase-resazurin fluorescence; hits give low values | activity change, % (values are at about 110 or 230 µM) | 480,000 tested, 0.15% active; in the data active = activity change below about -30%; inconclusive = mostly about -25% to -30%;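 note: plate controls were DMSO wells for no effect and wells without enzyme for full effect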
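Remaining NADH was detected by diaphorase (0.133 mg/mL) converting 37 µM resazurin to fluorescent resorufin, read at 0 and 20 minutes. The preceding 5-minute room-temperature reaction used 2 nM LDHA, 0.2 mM sodium pyruvate and 0.06 mM NADH at pH 7.4.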
Anesthetic bind = binds horse apoferritin like a general anesthetic | P02791 | 350,000 tested, 0.074% active | AID 485281 | apoferritin/1-aminoanthracene competitive binding, fluorescence | Potency, µM (doses to about 77.5 µM), for inactives: at the top dose activity change, negative = displacement, actives largely listed as inhibitors; note: potency is the fitted concentration of half-maximal effect; % is set by controls: 0 for no effect and ±100 for the full control effect; nearly all actives have a fitted effect of over 20% in size
Target sequence (P02791 2-175 limits assumed): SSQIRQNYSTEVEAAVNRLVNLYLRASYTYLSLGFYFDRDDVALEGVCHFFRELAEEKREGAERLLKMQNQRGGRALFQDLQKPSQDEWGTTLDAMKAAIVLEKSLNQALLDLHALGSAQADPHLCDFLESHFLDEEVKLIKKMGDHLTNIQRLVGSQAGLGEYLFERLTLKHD
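Apoferritin-based anesthetic binding model; compound displacement of fluorescent 1-AMA measured as endpoint fluorescence after 10 minutes at room temperature, scaled to free-ligand and complex controls.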
12-LOX inh = ALOX12 (human) lipoxygenase inhibition | AID 1671190 | Potency, µM (highest dose often 108 µM), inactives show at the top dose activity change, negative = inhibition, most hits filed as inhibitors | purified 12hLO, xylenol orange hydroperoxide absorbance | P18054 | 580,000 tested, 1.1% active; note: potency is the fitted concentration of half-maximal effect; % is set by controls: 0 for no effect and ±100 for the full control effect
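Hydroperoxide product was detected by ferrous iron/xylenol orange as the 573 to 405 nm absorbance ratio. Arachidonic acid at 40 uM (final) was turned over for 30 min at room temperature by 150 nM human 12hLO, pH 7.0 Hepes buffer, after 15 min compound preincubation.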
RGS4 inhibitor = inhibitors of human regulator of G protein signaling 4; Transcreener GDP fluorescence polarization, RGS4-accelerated GTP hydrolysis; P49798; AID 504845; 390,000 tested, 0.039% active; Potency, µM (doses to about 114 µM), for inactives: top-dose activity change, negative = inhibition, hits mostly inhibitors; note: potency is the fitted concentration of half-maximal effect; % is set by controls: 0 for no effect and ±100 for the full control effect; nearly all actives have a fitted effect of over 75% in size; some results filed as inactive show a strong effect at the top dose
Target sequence (P49798 whole entry, looked up): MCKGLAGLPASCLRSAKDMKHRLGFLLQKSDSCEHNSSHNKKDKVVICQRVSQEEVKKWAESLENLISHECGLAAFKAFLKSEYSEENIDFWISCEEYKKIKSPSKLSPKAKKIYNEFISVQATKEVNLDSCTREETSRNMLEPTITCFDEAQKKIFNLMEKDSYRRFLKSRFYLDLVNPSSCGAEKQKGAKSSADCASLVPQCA
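MLSMR compounds (23 nl, pin-transferred) preincubated 10 min at room temperature with a 500nM (2x) first reagent, then RGS4 at 900nM (2x) plus Transcreener GDP mix added; fluorescence polarization (620/688 nm) read before and after 90 min at 30 °C.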
POLB inh = blocks human DNA polymerase beta activity. 340,000 tested, 1.3% active. Pol beta primer extension/strand displacement, fluorescence kinetic. Potency, µM (highest dose often 114 µM), for the others: at the top dose activity change, negative = inhibition, hits mostly inhibitors. AID 485314. P06746; note: potency is the fitted concentration of half-maximal effect; % is set by controls: 0 for no effect and ±100 for the full control effect
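Enzyme-only controls used 10 nM Pol beta; buffer lacking enzyme served as negative control. Compound preincubated 15 min, then 50 nM substrate added; 0 and 10 min reads at room temperature.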
APE1 inh = inhibitors of human APE1 endonuclease; P27695; recombinant APE1, TAMRA/BHQ-2 abasic DNA cleavage fluorescence; Potency, µM (titrated, usually from 65.8 µM), for inactives: top-dose activity change, negative = inhibition, usual class: inhibitors; 350,000 tested, 0.35% active; AID 2517;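 note: potency is the fitted concentration of half-maximal effect; plate controls were vehicle for no effect and reference inhibitor for full effect; nearly all actives have a fitted effect of over 55% in size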
Target sequence (P27695 whole entry, looked up): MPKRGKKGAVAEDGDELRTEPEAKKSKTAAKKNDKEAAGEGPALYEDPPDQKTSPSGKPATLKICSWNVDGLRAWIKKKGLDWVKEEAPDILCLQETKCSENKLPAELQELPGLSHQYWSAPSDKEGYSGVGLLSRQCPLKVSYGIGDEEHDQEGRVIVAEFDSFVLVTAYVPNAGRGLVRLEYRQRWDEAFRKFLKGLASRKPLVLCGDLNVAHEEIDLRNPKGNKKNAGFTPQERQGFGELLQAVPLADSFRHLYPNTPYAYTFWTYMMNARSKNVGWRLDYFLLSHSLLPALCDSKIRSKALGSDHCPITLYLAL
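Enzyme (0.75 nM final) and test compound are incubated 15 min at room temperature before adding 50 nM quenched THF abasic-site duplex. Cleavage dequenches TAMRA, followed at 525/598 nm over three reads one minute apart.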
Pol eta inh = inhibitors of human DNA polymerase eta; AID 588591; Q9Y253; recombinant Pol eta, fluorescent DNA replication assay; Potency, µM (series often up to 114 µM), for the others: at the highest dose activity change, negative = inhibition, usual class: inhibitors; 390,000 tested, 1.2% active; note: potency is the fitted concentration of half-maximal effect; % is set by controls: 0 for no effect and ±100 for the full control effect
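Pol eta (10 nM) was preincubated with compounds for 15 min at room temperature, after which fluorescent replication substrate (50 nM final) was added to start the reaction. Fluorescence was read kinetically at 0 and 10 min.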
POLK inh = DNA polymerase kappa (human) inhibition; purified Pol kappa, fluorescent DNA synthesis assay, 10 min; 400,000 tested, 0.53% active; Potency, µM (titrated, usually from 107 µM), for inactives: at the highest dose activity, negative = inhibition, usual class: inhibitors; AID 588579; Q9UBT6; note: potency is the fitted concentration of half-maximal effect; % is set by controls: 0 for no effect and ±100 for the full control effect
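Here, compound and 10 nM enzyme are combined for 15 min at room temperature; adding 50 nM substrate (final) starts DNA synthesis, tracked by fluorescence at 0 and 10 min against buffer-only wells.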
ERG Ets-DNA blk = blocks human ERG Ets domain binding to DNA | P11308 | fluorescence polarization, His-ERG Ets domain / labelled DNA | Potency, µM (highest dose often 76.9 µM), inactives show top-dose FP activity, negative = inhibition, most hits filed as inhibitors | 370,000 tested, 0.028% active | AID 624246; active = well fitted inhibition curve with a large enough effect in the polarisation, with a control signal flat; inconclusive = small, poorly fitted or top-dose-only effect, or effect the other way, or a change in a side signal; inactive = no such curve, though single readings can be large or run the other way; the % refers to the polarisation;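 note: polarization taken with two DNA probes labelled with fluorescein and Texas red; potency is the fitted concentration of half-maximal effect; % of control where 0% means no effect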
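His-tagged ERG Ets domain (1 uM in the protein solution; 300mM KCl, 50mM Tris-HCl, 1mM EDTA, 1mM DTT, pH 7.5) received compound, then a probe mix of 5 nM fluorescein-DNA and 100nM Texas-615-DNA. Fluorescence polarization was read for both dyes.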
Active calls of the source: *; ? = inconclusive; . = no result given; & = joins results of further samples; [ ] = dose if it differs, or a comment. Unless noted, calls come from the whole dose curve; as a rule, active = well fitted curve in the direction sought with a large enough effect; inconclusive = small, poorly fitted or top-dose-only effect, or another doubt; inactive = no such curve, though single readings can be large; an effect the other way counts as inactive or inconclusive. An excerpt; count on the stated rates, not on these rows.

SMILES	LDHA inh	Anesthetic bind	12-LOX inh	RGS4 inhibitor	POLB inh	APE1 inh	Pol eta inh	POLK inh	ERG Ets-DNA blk
CCn1ncc(NC(=O)Nc2cccc(C(F)(F)F)c2)c1C(N)=O	-3	-9%	-2%	26%	7%	3%	-16%	-11%	-2%
O=C(Cn1c2ccccc2c2nc3n(c(=O)c21)CCS3)Nc1ccccc1	-10	2%	1%	-13%	11%	-3%	-13%	-24%	3%
CCCn1nnnc1NCc1ccccc1F	-4	-1%	14%	17%	71%	19%	-15%	0%	-8%
O=C(Cc1ccc(NC(=O)C2CCN(C(=O)C3CCCCC3)CC2)cc1)Nc1cccc(C(=O)N2CCCCC2)c1	-8	.	?	8%	.	.	-18%	-18%	-2%
CS(=O)(=O)N1CCC(Oc2ccccc2C(=O)NC(C2CC2)C2CC2)CC1	-4	-5%	-2%	30%	-9%	1%	-3%	-15%	8%
O=C(Nc1cc(S(=O)(=O)N2CCOCC2)ccc1N1CCOCC1)c1cc2c(s1)CCC2	-1	6%	-1%	-14%	1%	-4%	-7%	-4%	-3%
COc1ccc(N(C(C)C(=O)N/N=C/c2cc(Br)c(C)o2)S(C)(=O)=O)cc1 (centres undefined)	-4	-12%	-2%	-25%	41%[activator]	15%	-22%	-18%	11%
O=C(COC(=O)c1ccc(Br)o1)Nc1ccc(F)cc1[N+](=O)[O-]	0	.	161%[activator]	-5%	.	10%	-11%	-4%	11%
O=C(CCCCCn1c(=O)[nH]c2ccsc2c1=O)N1CCCCC1	-5	-6%	-24%	-5%	8%	9%	9%	-8%	2%
COc1ccc(OC)cc1	2	.	-3%	4%	.	30%&1%	-12%	9%&-15%	6%
Cc1nc(NS(=O)(=O)c2ccccc2)sc1C(=O)NNS(=O)(=O)c1ccccc1	2	-2%	-2%	-19%	27%	12%	-18%	-12%	0%
O=C1c2ccccc2C(=O)C1c1ccc2ccccc2n1	-6&2&0	-8%	-15%	-19%&-10%	1%	-1%&11%	?	3%&4%&-23%	3%
O=[N+]([O-])c1ccc(S(=O)(=O)Nc2nnc(C3CCCCC3)s2)cc1	0	-11%	?	7%	52%	-7%[12.4 µM]	-16%	-9%	-1%
O=C(O)c1ccc(C(=O)c2cc([N+](=O)[O-])cc([N+](=O)[O-])c2)cc1	8	.	-21%	4%	.	.	-19%	2%	1%
S=C(NCc1ccc2c(c1)OCO2)NCc1ccc2c(c1)OCO2	0	-15%	-23%	-37%	28%	12%	-13%	-5%	-7%
CCN(c1ccccc1)S(=O)(=O)c1ccc(Cl)c(NC(=O)COC(=O)c2cccc(OC)c2O)c1	0	2%	-14%	-23%	4%	20%	-21%	-9%	.
Cc1n[nH]c(=S)n1Cc1ccccc1	-5	20%	0%	8%[11.4 µM]	?	-3%	28%	1%	-2%
Cc1ccc([N+](=O)[O-])cc1S(=O)(=O)N1CCCN(C)CC1	-9	-9%	-5%	2%[56.9 µM]	18%	40%[activator]	-18%	-3%	0%
S=C1NC[C@H](Cc2ccccc2)N1CCc1cccc2ccccc12	0	-7%	?	-26%	-26%	-4%	-18%	10%	17%
CCc1ccc(NC(=O)CSC2=Nc3ccccc3C3=NC(CCC(=O)NCc4ccccc4OC)C(=O)N23)cc1 (centres undefined)	-7	-8%	?	1%	33%	.	-14%	0%[60.1 µM]	2%
O=C1c2cnc3nc(SCc4cccc(Cl)c4)nn3c2CC2c3ccccc3CCN12 (centres undefined)	1	-16%	-5%	0%	1%	0%	2%	0%	-4%
CC(C)c1ccc(C2Sc3ccccc3NC3=C2C(=O)c2ccccc23)cc1 (centres undefined)	0	-4%	?	-17%	-18%	.	.	-25%	4%
Cc1ccc(S(=O)(=O)N2CCN(C(=O)COC(=O)CSc3ccc(C)c(C)c3)CC2)c(C)c1	0	.	-28%	13%	.	6%	-23%	-5%	-3%
O=C(CN1C(=O)c2ccccc2C1=O)Nc1cccc(Cl)c1	0	-14%	-4%	-6%	10%	3%	-12%	5%	-6%
CS(=O)(=O)c1ccccc1C(=O)Nc1cc(Cl)ccc1-n1cncn1	-4	.	14%	6%	.	-4%	0%	-6%	1%
c1cn2cc(CSC3CCCCC3)nc2s1	0	?	0%	-27%	-3%	-1%	-14%	3%	10%
CNC(=O)c1cccc(NC(=O)c2cc(-c3ccccc3)nc3c2cnn3C(C)C)c1	-2	.	?	-33%	.	-28%	?	0%	13%
COc1ccc(Cl)cc1N(C(=O)c1ccco1)C(C(=O)NC1CCCC1)c1ccco1 (centres undefined)	-12	-17%	?	-11%	?	10%	-12%	-7%	1%
S=C(NCCc1c[nH]c2ccccc12)NC1CCCC1	-1	-5%	-5%	-7%	?	-10%	-13%	5%	-1%
O=C(NCCN1CCOCC1)/C(=C\c1ccc(Br)cc1)NC(=O)c1cccs1	5	-2%	-17%	5%	60%	-2%	-20%	0%	-1%
CCN(CC)c1nc(C)c(C(=S)Nc2cc([N+](=O)[O-])ccc2Cl)s1	1	-11%	-9%	1%	19%	-3%	-18%	3%	-7%
CCC(c1nnnn1Cc1ccc(F)cc1)N1CCN(C2CCCCC2)CC1 (centres undefined)	-3	-12%	0%	-30%	15%	0%	-7%	-9%	-1%
Cc1ccc(-c2nc(C#N)c(NCc3ccco3)o2)cc1	-3&-6	5%	?	-25%	-1%	0%	?	-6%	-2%
CN(C)CCCNc1oc(-c2ccc(Cl)cc2)nc1S(=O)(=O)c1ccccc1	0	.	?	4%	.	4%	-15%	9%	16%
O=C(Nc1ccc(Cl)cc1)Nc1nc(-c2ccccc2O)cs1	1	-1%	?	-1%	?	-2%	-4%	-2%	16%
COc1ccc(-c2nc(Cn3c(SCc4cccc(F)c4)nc4ccncc43)c(C)o2)cc1OC	-3	-3%	34%[activator]	-7%	-13%	8%	-7%	-4%	9%
CC(C)CCN1CCC(CN2C(=S)NC[C@@H]2Cc2ccccc2)CC1	0	.	22%	12%	.	.	1%	-13%	-2%
CCN1CCN(S(=O)(=O)c2ccc(Cl)c(C(=O)NC3CCCCC3)c2)CC1	-2	.	?	-13%	.	23%	-13%	-3%	6%
O=C1c2ccccc2NC(c2cccc(O)c2)N1O (centres undefined)	3	-8%	?	-32%	30%	14%	-7%	-11%	14%
COc1cc(OC)cc(-c2c(C#Cc3ccsc3)c3cc(-c4ccc(OC)nc4)ccc3n2C)c1	-2	.	3%	14%	.	9%	-5%	-11%	-9%
CCN1C(=O)c2ccccc2Sc2ccc(NC(C)=O)cc21	-1	?	11%	-7%	10%	.	-7%	-2%[60.1 µM]	0%
O=C(Nc1ccccc1C(F)(F)F)c1cc(-c2ccco2)on1	-4	-6%	-16%	6%	1%	5%	10%	-3%	8%
CCCCN=C1NN=C(c2cc3ccccc3o2)CS1	-2	-8%	?	-32%	-18%	1%	-13%	-12%	-24%
CC(OC(=O)CNC(=O)c1ccc(Br)cc1)C(=O)NC1CCCCC1C (centres undefined)	-9	.	200%[activator]	-23%	.	-13%	-4%	-13%	4%
CCc1ccc(-n2c(=O)c3c4c(sc3n(CC(=O)N3CCCCC3CC)c2=O)CCC4)cc1 (centres undefined)	3	-9%	?	8%	-8%	.	-5%	-5%	-2%
Cc1c(C(=O)OCC(=O)NCCc2ccc(S(N)(=O)=O)cc2)oc2ccccc12	-2	.	1%	-3%	.	-1%	3%	-21%	-3%
CCn1c(SCC(=O)Nc2ccc(C(C)=O)cc2)nc2ccccc21	-14	-7%	0%	28%	3%	-10%	-20%	-4%	-9%
Cc1ccc(S(=O)(=O)N(CC(=O)N2CCC(C(N)=O)CC2)Cc2ccc(F)cc2)cc1	-4	-9%	3%	-3%	3%	1%	4%	-8%[60.1 µM]	.
CN(C)c1cc[n+](CC(=O)Nc2ccc(Oc3ccccc3)cc2)cc1	-2	?	-11%	7%	-11%	2%	-21%	-7%	1%
O=C(Nc1nnc(C2=COCCO2)o1)c1cccc([N+](=O)[O-])c1	-4	-3%	8%	-3%	-9%	15%	-5%	-10%	5%

New compounds follow.
SMILES	LDHA inh	Anesthetic bind	12-LOX inh	RGS4 inhibitor	POLB inh	APE1 inh	Pol eta inh	POLK inh	ERG Ets-DNA blk
O=C(CCC1N=C2c3ccccc3N=C(SCC(=O)Nc3ccccc3F)N2C1=O)NCc1cccs1 (centres undefined)	3	-5%	-2%	12%	0%	.	-15%	13%	4%
COc1ccc2c(c1)-c1ccccc1S(=O)(=O)N(C)C2	-12	.	-10%	2%	.	-3%	-6%	-15%	-7%
N#Cc1ccc(N/N=C/c2ccccc2)c([N+](=O)[O-])c1	-9	-5%	65%[activator]	13%	25%	1%	7%	-5%	-3%
CC(C)CC1=NC(C(F)(F)F)(C(F)(F)F)c2c(n(CC(C)C)c(=O)[nH]c2=O)N1	-8	0%	6%	-6%	18%	4%	-11%	-8%	0%
Cn1cnnc1SCC(=O)Nc1ccccc1C(=O)NC1CCCC1	-2	-10%	0%	-12%	1%	-1%	-9%	-9%	.
COc1ccc(NC(=O)c2ccc(CNc3c(NC4CCCCC4)c(=O)c3=O)cc2)cc1OC	-3&-1	-14%	6%	-30%&-19%	2%	-1%	-8%&3%	-4%&-16%	8%&12%
CN(C)S(=O)(=O)c1cccc(NC(=O)c2cc(-c3cccs3)nn2-c2ccccc2)c1	-2	-8%	-19%	1%	6%	0%	-22%	-9%	-2%
